Source: PubChem (several laboratories)
HTR5A inv ctr: inverse agonist of human HTR5A in OPRM1-OPRD1 counter-screen; P47898; HTR5A cell line, luminescence, inverse agonism; inhibition, % at 9.3 µM; 0.083% of 340,000 active; AID 504634; in the data active = inhibition mostly above about 23%, no sharp cut-off; inactive = mostly below about 18%;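 also: 0% = cells with DMSO and 100% = no-cell wells with DMSO; some compounds called inactive have numbers as strong as hits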
E coli growth: bacterial growth inhibition, counter-screen for AddAB inhibitors. E. coli V3065 growth, OD600 absorbance, 18 h. inhibition, % at 11.9 µM. 0.27% of 330,000 active. AID 449728;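 active = inhibition above the campaign's mean inhibition across all tested compounds plus 3 SD, cut at about 9.9% in these data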;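 also: uninfected addAB+ strain grown without phage in ampicillin broth; 0% = DMSO wells and 100% = ciprofloxacin 0.95 µg/ml wells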
SUMO Mot1 rescue: blocks SUMOylation pathway, rescuing yeast Mot1-301 growth | S. cerevisiae Mot1-301 growth rescue, ATP luminescence, 38.5C; percent above DMSO median, 100 means doubled | growth rescue, % at 18.8 µM | 1% of 320,000 active | AID 2716;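 active = every valid replicate shows activation above 250% relative to neutral control wells; inactive = the rest, any valid replicate at or below 250%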;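 also: OY570 slx delta 5 strain wells were the positive control but not used for scaling; some compounds called inactive have numbers as strong as hits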
HTR5A ag ctr: HTR5A agonism, opioid heterodimer counter-screen. 0.61% of 340,000 active. P47898. HTR5A agonist assay, luminescence, cell-based. activation, % at 9.3 µM. AID 504692; in the data active = activation mostly above about 9.5%, no sharp cut-off; inactive = mostly below about 7.6%;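 also: 0% = cells with vehicle only and 100% = reference agonist; strong numbers were not always called active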
PfHsp90 yeast 2: inhibits growth of yeast expressing Plasmodium falciparum Hsp90; S. cerevisiae expressing PfHsp90, BacTiter-Glo ATP, 48 h; yeast lacking PDR1 and PDR3 efflux regulators; inhibition, % at 9.4 µM; 0.32% of 310,000 active; AID 504621;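 active = every replicate shows inhibition above about 80%, whatever the replicate mean, limit read from the data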;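 also: 0% = DMSO neutral controls and 100% = 20 µM radicicol positive controls; yeast relying on Plasmodium falciparum Hsp90 in place of its own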
PKA-R1A activ: PKA-R1A complex activation. 0.083% of 340,000 active. activation, % at 11.4 µM. PKA-R1A dissociation, Cy5-IP20 fluorescence polarization; scaled: DMSO 0%, 113 µM cGMP 100%. P00514+P68181;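 active = percent activation above the mean of all tested compounds plus 3 SD, cut at about 19% in these data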;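 also: higher means more PKAc released from R1A so a rise in polarization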
Pemphigus Ab inh: blocks pemphigus antibody binding to human desmoglein-3; P32926; DSG3-coupled beads, scFv-anti-DSG3-GFP binding, flow cytometry; hits give low values; binding (percent of control), % at 10 µM; 0.48% of 310,000 active;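 active = binding more than 3 SD below its plate's average and above zero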;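 also: hits lower antibody fragment binding to DSG3; some compounds called inactive have numbers as strong as hits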
Target sequence (P32926 whole entry, looked up, the tested form may be a part): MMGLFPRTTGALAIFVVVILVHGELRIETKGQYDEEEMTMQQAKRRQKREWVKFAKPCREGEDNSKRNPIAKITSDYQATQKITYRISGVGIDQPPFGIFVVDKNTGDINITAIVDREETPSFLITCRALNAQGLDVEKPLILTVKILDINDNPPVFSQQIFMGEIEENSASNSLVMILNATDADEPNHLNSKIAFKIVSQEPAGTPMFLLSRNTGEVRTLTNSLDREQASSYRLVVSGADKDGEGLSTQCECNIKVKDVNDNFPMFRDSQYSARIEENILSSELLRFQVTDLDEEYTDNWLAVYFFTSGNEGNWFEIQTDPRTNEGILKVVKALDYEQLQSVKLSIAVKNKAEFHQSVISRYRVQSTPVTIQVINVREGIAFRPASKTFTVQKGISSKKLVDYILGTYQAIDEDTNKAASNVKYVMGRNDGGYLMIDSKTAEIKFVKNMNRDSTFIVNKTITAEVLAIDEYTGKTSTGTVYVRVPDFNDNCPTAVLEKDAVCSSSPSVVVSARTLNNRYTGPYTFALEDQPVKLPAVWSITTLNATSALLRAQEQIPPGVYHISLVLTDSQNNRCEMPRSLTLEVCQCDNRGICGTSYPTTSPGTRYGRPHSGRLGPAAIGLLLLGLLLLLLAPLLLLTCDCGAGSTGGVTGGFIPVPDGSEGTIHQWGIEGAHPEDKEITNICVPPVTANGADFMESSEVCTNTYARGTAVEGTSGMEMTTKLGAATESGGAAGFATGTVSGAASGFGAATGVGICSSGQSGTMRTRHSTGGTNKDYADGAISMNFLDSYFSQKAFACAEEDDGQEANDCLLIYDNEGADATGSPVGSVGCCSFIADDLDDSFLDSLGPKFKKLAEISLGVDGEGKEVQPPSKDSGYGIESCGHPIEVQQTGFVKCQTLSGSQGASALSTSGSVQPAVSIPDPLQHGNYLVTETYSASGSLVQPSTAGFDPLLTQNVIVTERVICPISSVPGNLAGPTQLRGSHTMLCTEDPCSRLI
phage Ecoli inh: E. coli growth loss with phage present | inhibition, % at 11.9 µM | 0.26% of 360,000 active | growth absorbance; in the data active = inhibition above about 11%
OPRM1-OPRD1 inv: inverse agonist of human OPRM1-OPRD1 heterodimerization; P35372+P41143; cell-based MOR-DOR heterodimer luminescence, inverse agonism; inhibition, % at 9.3 µM; 0.21% of 340,000 active; in the data active = inhibition above about 22%, passing the limit was not always enough;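 also: 0% = cells with DMSO and 100% = wells without cells with DMSO; values of inactives mirror those of a sister screen read the other way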
MOR-DOR ag: agonists of human mu-delta opioid receptor heterodimerization | P35372+P41143 | cells, OPRM1-OPRD1 heterodimerization, luminescence | activation, % at 9.3 µM | 0.3% of 340,000 active; in the data active = activation above about 18%;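 also: 0% = vehicle-treated cells and 100% = reference agonist; values of inactives mirror those of a sister screen read the other way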
AddAB inh: less growth of phage-infected E. coli with AddAB | E. coli expressing H. pylori AddAB, absorbance growth | inhibition, % at 11.9 µM | 0.29% of 330,000 active | AID 435030; in the data active = inhibition above about 12%;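 also: 0% = vehicle wells of infected cells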
Active calls of the source: *; . = not tested or not shown. Compounds were not picked by outcome; any-hit rate near 3.2%.

SMILES	HTR5A inv ctr	E coli growth	SUMO Mot1 rescue	HTR5A ag ctr	PfHsp90 yeast 2	PKA-R1A activ	Pemphigus Ab inh	phage Ecoli inh	OPRM1-OPRD1 inv	MOR-DOR ag	AddAB inh
CSc1ccccc1NC(=O)c1cc2c(=O)n3ccccc3nc2s1	4	-1.5	-1	-1	1	-2	101	1.2	11	-2.1	-1.9
COC(=O)CCC(=O)c1ccn(S(=O)(=O)c2ccccc2)c1	-11	-2.1	-21	3	3	-2	108	0.6	11	-2.4	0.7
CN1C(=O)C(CC(=O)Nc2ccc(F)cc2)N(Cc2cccs2)C1=S (stereo unspecified)	-12	-0.8	10	5	10	-1	.	3.1	9	-1.8	-0.3
CC(O)c1cccc(NC2=CC(=O)CC(C)(C)C2)c1 (stereo unspecified)	-9	1.4	11	1	4	-16	92	-0.2	3	-0.6	1.8
CC(C)(C)Nc1nc(Oc2ccc(=O)[nH]n2)nc(N2CCOCC2)n1	9	0.5	17	-3	-3	-1	107	5.3	17	-3.4	3.1
CC(=O)N1CCc2cc(S(=O)(=O)NCCCN3CCCCC3)ccc21	-11	-1.3	2	-2	-26	-7	106	2.3	16	-3.0	3.0
Cc1ccc(OCCCCNC(C)(C)C)c([N+](=O)[O-])c1	-22	-0.6	-9	8	-10	6	92	3.0	-2	0.4	2.0
COc1cc(Cl)nn(-c2ccccc2)c1=O	-12	2.5	16	-1	.	-2	110	2.5	12	-2.2	1.5
CN1CCN(S(=O)(=O)c2ccc(NC(=O)c3ccc(F)cc3Cl)cc2)CC1	-7	-0.3	-13	5	6	-2	111	3.8	12	-2.3	0.3
N#Cc1ccccc1Sc1ccccc1C(=O)Nc1ccc2ccccc2c1	19	2.3	1	-7	-48	1	110	3.9	0	0.0	-1.3
CCCn1nc(NC(=O)COC)c2cc3cccc(C)c3nc21	-12	-2.0	-5	3	-18	12	101	1.8	1	-0.3	1.7
CCCNC(=O)Cn1c(=O)/c(=C\c2ccc(-c3ccc([N+](=O)[O-])cc3)o2)s/c1=C\C(=O)C(C)(C)C	-25	0.3	-7	2	-32	2	257	.	-6	1.1	2.9
Cc1cc(Cl)ccc1OCc1nnc(-c2ccccc2C)o1	-1	.	.	0	20	-7	109	4.1	1	-0.1	.
CCSc1nnc(NC(=O)COc2ccccc2[N+](=O)[O-])s1	-12	1.9	-3	6	.	-9	104	-2.1	-1	0.2	0.7
CN(c1ccccc1)S(=O)(=O)c1cccc(NC(=O)C2=NN(c3ccccc3)C(=O)CC2)c1	-2	0.4	14	4	12	4	101	4.7	2	-0.5	1.7
COc1ccccc1C(c1nnnn1Cc1ccccc1)N1CCN(c2nc3ccccc3s2)CC1 (stereo unspecified)	5	-2.4	6	-2	14	-7	107	2.5	4	-0.9	1.1
C=CCn1c(SCC(=O)c2c(N)n(C3CC3)c(=O)[nH]c2=O)nnc1-c1ccoc1C	-8	1.2	3	2	-24	11	100	2.5	13	-2.6	0.9
COCCCNC(=S)N/N=C/c1ccc(O)cc1O	.	2.3	-33	.	-17	.	87	6.4	.	.	1.4
CC1Sc2ccc(C(=O)NCc3ccccn3)cc2NC1=O (stereo unspecified)	-2	0.2	17	1	-11	10	97	1.8	12	-3.0	1.7
CCCC(C)C(=O)Nc1ccc(Cl)cn1 (stereo unspecified)	-23	0.9	9	1	12	6	100	3.6	-5	0.9	0.6
Cc1ccc(Nc2c([N+](=O)[O-])c(=O)oc3ccccc23)cc1C	-9	-0.7	22	3	-23	-4	99	1.7	8	-1.5	5.3
O=C(NCCN1CCOCC1)c1ccccc1N1C(=O)[C@@H]2Cc3c([nH]c4ccccc34)C(c3ccccc3)N2C1=O (stereo partly specified)	-20	-1.2	17	1	2	-8	97	1.4	16	-3.0	1.3
COc1ccccc1C(=O)NCC(=O)OCC(=O)N(CC(C)C)c1c(N)n(Cc2ccccc2)c(=O)[nH]c1=O	7	1.2	-3	-3	0	-2	54	1.0	4	-0.8	0.7
COc1ccccc1CNC(=O)c1cc(-c2ccccc2C)nn1CC1CC(c2cccnc2)=NO1 (stereo unspecified)	18	0.3	-2	2	.	7	101	2.2	15	-2.6	-0.7
O=C(Nc1ccc(C(=O)N2CCCCC2)cc1)c1cccc([N+](=O)[O-])c1	14	-1.6	3	1	-29	-9	108	-1.4	-7	1.2	5.0

Reformatted: entries from further up
SMILES,HTR5A inv ctr,E coli growth,SUMO Mot1 rescue,HTR5A ag ctr,PfHsp90 yeast 2,PKA-R1A activ,Pemphigus Ab inh,phage Ecoli inh,OPRM1-OPRD1 inv,MOR-DOR ag,AddAB inh
Cc1cc(Cl)ccc1OCc1nnc(-c2ccccc2C)o1,-1,.,.,0,20,-7,109,4.1,1,-0.1,.
CCCC(C)C(=O)Nc1ccc(Cl)cn1 (stereo unspecified),-23,0.9,9,1,12,6,100,3.6,-5,0.9,0.6
CC(O)c1cccc(NC2=CC(=O)CC(C)(C)C2)c1 (stereo unspecified),-9,1.4,11,1,4,-16,92,-0.2,3,-0.6,1.8
CN1CCN(S(=O)(=O)c2ccc(NC(=O)c3ccc(F)cc3Cl)cc2)CC1,-7,-0.3,-13,5,6,-2,111,3.8,12,-2.3,0.3
CSc1ccccc1NC(=O)c1cc2c(=O)n3ccccc3nc2s1,4,-1.5,-1,-1,1,-2,101,1.2,11,-2.1,-1.9
CC(C)(C)Nc1nc(Oc2ccc(=O)[nH]n2)nc(N2CCOCC2)n1,9,0.5,17,-3,-3,-1,107,5.3,17,-3.4,3.1
CCSc1nnc(NC(=O)COc2ccccc2[N+](=O)[O-])s1,-12,1.9,-3,6,.,-9,104,-2.1,-1,0.2,0.7

Carrying on.
SMILES	HTR5A inv ctr	E coli growth	SUMO Mot1 rescue	HTR5A ag ctr	PfHsp90 yeast 2	PKA-R1A activ	Pemphigus Ab inh	phage Ecoli inh	OPRM1-OPRD1 inv	MOR-DOR ag	AddAB inh
O=C(CCS(=O)(=O)c1ccccc1)N(CCCN1CCOCC1)c1nc2ccc(F)cc2s1	-12	2.8	22	5	-4	8	112	3.8	6	-1.0	0.3
CCN1CCN(c2ccc(S(=O)(=O)N3CCCCC3)cc2NC(=O)/C=C/c2ccc(Cl)cc2)CC1	-16	.	.	6	5	-1	111	4.3	-7	1.6	.
CCc1c(C(=O)Nc2ncn(Cc3cccc(C)c3)n2)csc1C	16	2.2	-5	2	25	-13	98	3.7	11	-2.1	1.3
CC(C)NS(=O)(=O)c1ccc(NC(=O)C(C)OC(=O)CCC2CCCC2)cc1 (stereo unspecified)	-18	0.0	-2	5	1	5	.	1.1	-11	2.8	-0.5
CN1CCN(S(=O)(=O)c2ccc(N3CCc4ccccc4C3)nc2)CC1	-2	-1.8	-15	-1	1	0	98	4.9	11	-2.3	-0.3
FC(F)(F)c1cnc2c(-c3ccc(Cl)cc3Cl)noc2c1	17	-1.5	-14	-6	13	-14	.	2.8	-19	3.4	-2.2
O=C(CCc1nc(-c2ccccc2)no1)Nc1cccc(C(=O)NC2CC2)c1	-21	1.6	-2	-1	.	-5	99	4.6	4	-0.9	2.0
CCOC(=O)C1=C(CC)OC(N)=C(C#N)C1c1ccc(OC)c(C)c1OC (stereo unspecified)	-4	1.9	-22	6	-14	6	.	1.4	-5	1.0	4.0
CCNS(=O)(=O)c1ccc(NC(=S)NCC2CCCO2)cc1 (stereo unspecified)	-7	-0.9	8	2	-1	4	105	5.3	7	-1.3	0.7
Cc1c(OCC(=O)N2CCC(C(N)=O)CC2)ccc2c1oc(=O)c1ccccc12	23	-0.5	-11	7	-29	-7	103	1.8	11	-2.1	2.0
O=C(Cc1ccc(Cl)cc1)NC(=S)Nc1ccccc1O	20	-2.5	1	-5	-8	-13	93	-2.1	-34	7.4	0.0
CC(=O)N(C(C)=O)c1c(N2CCCC2)c2ccccc2oc1=O	6	-1.1	14	0	38	-12	.	-0.6	9	-1.9	-1.7
COc1ccccc1NC(=O)CCSCCC(=O)Nc1ccccc1OC	2	0.3	0	5	-7	13	123	0.1	5	-0.8	3.3
Cc1ccc(/C=C/S(=O)(=O)NCC(=O)OCC(=O)Nc2ccc(C(=O)N(C)C)cc2)cc1	12	-0.7	-13	-5	-16	-14	.	4.8	12	-2.9	-0.3
Cc1cc(Br)ccc1OCCN1CCCC1	-8	3.2	27	2	-12	4	115	2.0	5	-1.0	1.3
CCC(=O)Nc1ccc(Cl)c(NC(=S)NC(=O)c2cc3ccccc3o2)c1	0	-1.2	2	1	1	-15	91	2.8	-33	6.4	0.5
Cc1ccc(SCCNC(=S)Nc2cc(C)cc(C)c2)cc1	-6	4.7	25	2	-12	-8	103	4.5	-21	4.2	5.2
COc1ccc(CCNC(=O)CSc2nc(N)cc(=O)[nH]2)cc1OC	13	-0.8	-3	-3	8	1	105	3.0	6	-1.1	-0.3
O=C(Nc1nnc(CSCc2ccc(F)cc2)s1)c1cccc([N+](=O)[O-])c1	-7	-0.2	3	3	-5	4	119	-2.3	0	0.0	0.4
CC(=O)N1CCN(C(=O)c2cccc(S(=O)(=O)N3c4ccccc4CC3C)c2)CC1 (stereo unspecified)	-2	-3.0	-12	1	5	4	.	1.6	3	-0.6	1.8
[O-]/C(=C(\C(=S)Nc1ccc(SC(F)F)cc1)[n+]1cccc(CO)c1)c1ccc(Cl)s1	-13	-0.8	60	-2	-47	-1	.	0.8	-2	0.5	2.7
O=C(O)C(=O)Cc1c[nH]c2ccccc12	3	1.0	33	1	-8	4	98	2.9	-17	3.4	3.4
Oc1ccc(-c2nnc(-c3ccc(O)cc3)nn2)cc1	18	-2.3	-13	-7	.	0	107	2.5	30	-5.5	-0.9
C=CCOc1ccccc1CNc1ccc2[nH]c(=O)[nH]c2c1	6	-2.2	5	-2	9	0	102	1.5	9	-1.8	1.9
CC(C)(C)c1ccc(OCc2cnc(Cl)s2)cc1	10	2.4	.	-4	-68	-9	99	3.5	-30	5.7	2.1
O=C1N=C(N2CCOCC2)S/C1=C/c1ccc(-c2ccccc2Cl)o1	11	0.4	.	0	-16	-4	.	4.6	16	-3.0	0.8
CC(NC(=O)COC(=O)C1CSC2(C)CCC(=O)N12)C12CC3CC(CC(C3)C1)C2 (stereo unspecified)	-3	-0.1	39	1	-10	-12	101	0.8	12	-2.4	0.7
COc1cccc(CNC(=O)c2ccc3c(c2)S(=O)(=O)N=C2CCCCCN23)c1	-1	2.1	-16	7	7	-12	.	-2.3	12	-2.3	1.6
COc1ccc(/C=N/N=C2\SC(CC(=O)O)C(=O)N2c2ccccc2)c(OC)c1 (stereo unspecified)	-15	-0.2	0	6	-4	1	98	2.6	20	-3.8	0.3
COc1ccc(C(=O)NNC(=O)CCc2ccccc2OC)cc1	-14	-2.6	0	5	-4	3	102	1.9	9	-1.7	0.8
